T cruzi HTS – inhibitors of intracellular Trypanosoma cruzi. intracellular Trypanosoma cruzi in host cells, plate reader. activity score (inhibition), % at 5.01 µM. hit rate 4.9% among 22,000. AID 651903; in the data active = activity score above about 55%;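 also: parasites and compound incubated about four days before reading; 0% = median of neutral control wells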
INS-1E rescue – rescue of cytokine-induced death in INS-1E beta cells; hit rate 0.1% among 20,000; INS-1E cytokine-induced death, ATP luminescence, 48 h; normalised: neutral wells 0, positive control 100; protection from cytokine-induced ATP loss, % at 10 µM;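 active = mean replicate protection from cytokine-induced ATP loss at least 50% and at least 75% of replicates each reaching 50%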
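Material: INS-1E rat cells; Quantity: 8000 cells/well; Buffer or medium: phenol-red-free RPMI with 5% fetal bovine serum; Probe or stimulus: cytokine cocktail of IFN-γ, TNF-α and IL-1β; Compound dosing: single test concentration per compound, delivered by pin transfer; Incubation: 48 h co-treatment, 10 min post-lysis read; Signal: CellTiter-Glo luminescence.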
The depositor's hits bear a star; . = not tested or not shown.

mol,T cruzi HTS,INS-1E rescue
C[C@@H]1CN([C@@H](C)CO)C(=O)c2cccc(NC(=O)c3cnccn3)c2O[C@@H]1CN(C)S(=O)(=O)c1cccs1,53.3,-5.0
C[C@H](CO)N1C[C@H](C)[C@H](CN(C)Cc2ccncc2)Oc2ncc(-c3cc4ccccc4o3)cc2C1=O,39.6,.
C[C@@H]1CN([C@@H](C)CO)C(=O)c2cccc(NC(=O)Nc3ccccc3)c2O[C@@H]1CN(C)C(=O)NC1CCCCC1,-8.9,2.0
C[C@H]1CN([C@@H](C)CO)C(=O)c2cc(NC(=O)NC3CCCCC3)ccc2O[C@H]1CN(C)S(=O)(=O)c1cccs1,9.5,.
C[C@@H]1CCCCO[C@H](CN(C)S(=O)(=O)c2ccc(Cl)cc2)[C@@H](C)CN([C@H](C)CO)C(=O)c2cc(NC(=O)c3ccncc3)ccc2O1,4.0,-1.8
C[C@@H]1CN([C@@H](C)CO)C(=O)c2cccc(NS(=O)(=O)c3cn(C)cn3)c2O[C@@H]1CN(C)C(=O)Nc1cccc2ccccc12,-9.2,6.5
CC(C)NC(=O)Nc1ccc2c(c1)C(=O)N([C@H](C)CO)C[C@H](C)[C@H](CN(C)S(=O)(=O)c1ccccc1)OCCCC[C@@H](C)O2,-7.4,4.1
C[C@@H]1CN([C@@H](C)CO)C(=O)CCCn2cc(nn2)CO[C@H]1CN(C)C(=O)c1ccccc1,-17.6,.
CNC[C@@H]1Oc2ccc(NC(=O)Nc3ccc4c(c3)OCO4)cc2C(=O)N([C@@H](C)CO)C[C@H]1C,-14.6,-4.2
C[C@H]1CN([C@@H](C)CO)C(=O)c2cccc(NC(=O)c3ccc(-c4nccs4)cc3)c2O[C@@H]1CN(C)C(=O)Nc1ccc2c(c1)OCO2,-38.9,10.6
COC(=O)CCCCCCC(=O)N/N=C/c1c(F)c(F)c(F)c(F)c1F,-10.9,17.1
C[C@@H]1CN([C@H](C)CO)C(=O)CCCn2cc(nn2)CO[C@H]1CN(C)Cc1ccc2c(c1)OCO2,-8.7,.
Cc1noc(C)c1S(=O)(=O)Nc1ccc2c(c1)C(=O)N([C@@H](C)CO)C[C@@H](C)[C@H](CN(C)C(=O)Nc1ccc(F)cc1)O2,-11.9,0.9
C[C@@H]1CN([C@H](C)CO)C(=O)c2cc(NS(=O)(=O)c3cccs3)ccc2O[C@H]1CN(C)S(=O)(=O)c1cccs1,7.6,-6.8
C[C@@H]1CN([C@@H](C)CO)C(=O)c2cc(NC(=O)c3ccncc3)ccc2O[C@@H]1CN(C)S(=O)(=O)c1cccs1,-16.2,1.7
O=C(CCCCCCC(=O)Nc1ccccc1O)N/N=C/[C@H](O)[C@@H](O)[C@H](O)[C@H](O)CO[C@H]1O[C@H](CO)[C@H](O)[C@H](O)[C@H]1O,2.1,-7.8
C[C@@H]1CN([C@@H](C)CO)C(=O)c2cccc(NC(=O)C3CCOCC3)c2O[C@@H]1CN(C)CC1CC1,-8.6,10.2
C[C@H](CO)N1C[C@H](C)[C@H](CN(C)Cc2ccccc2)Oc2ccc(NS(=O)(=O)c3cn(C)cn3)cc2CC1=O,-22.6,-5.4
C[C@H](CO)N1C[C@H](C)[C@H](CN(C)C)Oc2ccc(NC(=O)Cn3cnnn3)cc2CC1=O,-8.9,2.3
C[C@@H]1CN([C@@H](C)CO)C(=O)Cc2cc(NC(=O)CCC(F)(F)F)ccc2O[C@@H]1CN(C)S(=O)(=O)c1cn(C)cn1,-29.3,6.9
COc1ccc(S(=O)(=O)N(C)C[C@@H]2OCCCC[C@@H](C)Oc3ccc(NC(=O)C4CCCCC4)cc3C(=O)N([C@H](C)CO)C[C@@H]2C)cc1,-0.1,1.2
C[C@@H]1CCCCO[C@H](CN(C)C(=O)c2ccncc2)[C@@H](C)CN([C@H](C)CO)C(=O)c2cc(NS(C)(=O)=O)ccc2O1,0.5,2.3
C[C@H](CO)N1C[C@H](C)[C@H](CN(C)S(=O)(=O)c2cccs2)Oc2c(NC(=O)c3ccncc3)cccc2C1=O,-29.2,3.8
C[C@@H]1CCCCO[C@@H](CN(C)C(=O)Nc2ccc(F)cc2)[C@@H](C)CN([C@H](C)CO)C(=O)c2cc(NS(=O)(=O)c3cn(C)cn3)ccc2O1,-31.5,2.3
C[C@@H]1CN([C@@H](C)CO)C(=O)c2cc(NC(=O)Nc3cccc4ccccc34)ccc2O[C@H]1CN(C)C(=O)Nc1ccccc1,-9.8,0.6
C[C@@H]1CN([C@@H](C)CO)C(=O)CCCn2nncc2CO[C@@H]1CN(C)C(=O)Nc1ccnc(N2CCOCC2)c1,-13.6,.
C[C@@H]1CCCCO[C@@H](CN(C)Cc2ccc(C(=O)Nc3ccccc3N)cc2)[C@@H](C)CN([C@H](C)CO)C(=O)c2cc(NS(=O)(=O)c3ccc(F)cc3)ccc2O1,49.1,-5.2
C[C@H](CO)N1C[C@H](C)[C@H](CN(C)Cc2ccccc2)Oc2ncc(-c3ccc(F)cc3)cc2C1=O,17.2,.
C[C@@H]1CN([C@H](C)CO)C(=O)c2cc(NC(=O)Nc3cccc4ccccc34)ccc2O[C@@H]1CN(C)CC1CCCCC1,23.8,-3.9
COc1ccc(CN(C)C[C@H]2Oc3ccc(NC(=O)Cn4cnnn4)cc3C(=O)N([C@@H](C)CO)C[C@H]2C)cc1,1.0,-13.6
C[C@@H]1CCCCO[C@H](CN(C)Cc2ccc3c(c2)OCO3)[C@@H](C)CN([C@H](C)CO)C(=O)c2cc(N(C)C)ccc2O1,14.8,-3.0
COc1ccc(NC(=O)Nc2ccc3c(c2)CC(=O)N([C@@H](C)CO)C[C@@H](C)[C@@H](CN(C)C)O3)cc1,-35.6,11.6
Cc1noc(C)c1NC(=O)Nc1cccc2c1O[C@H](CN(C)C(=O)NC(C)C)[C@H](C)CN([C@@H](C)CO)C2=O,-12.3,-0.5
Cc1noc(C)c1NC(=O)Nc1ccc2c(c1)C(=O)N([C@H](C)CO)C[C@H](C)[C@H](CN(C)C(=O)Nc1ccc(F)cc1)O2,-3.7,8.9
C[C@@H]1CCCCO[C@@H](CN(C)CC2CCCCC2)[C@@H](C)CN([C@H](C)CO)C(=O)c2cc(NC(=O)C3CCCCC3)ccc2O1,20.9,-5.4
C[C@H]1CN([C@@H](C)CO)C(=O)c2cccc(NC(=O)NC3CCCCC3)c2O[C@@H]1CN(C)Cc1ccc(C(=O)O)cc1,-30.9,18.4
C[C@@H]1CCCCO[C@@H](CN(C)Cc2ccc(C(=O)Nc3ccccc3N)cc2)[C@@H](C)CN([C@H](C)CO)C(=O)c2cc(NC(=O)Nc3ccccc3)ccc2O1,5.4,-0.8
COc1ccc(O)c(/C=N/NC(=O)CCCCC(=O)NO)c1,-7.9,-0.2
C[C@H]1CN([C@@H](C)CO)C(=O)Cc2cc(NC(=O)C3CCCCC3)ccc2O[C@@H]1CN(C)S(C)(=O)=O,-15.7,-1.3
COC(=O)CCCCCCC(=O)N/N=C/c1ccc(Br)cc1,-13.3,27.1

Three compounds picked at random from the list so far, as already listed:
mol,T cruzi HTS,INS-1E rescue
C[C@H](CO)N1C[C@H](C)[C@H](CN(C)S(=O)(=O)c2cccs2)Oc2c(NC(=O)c3ccncc3)cccc2C1=O,-29.2,3.8
C[C@@H]1CN([C@@H](C)CO)C(=O)CCCn2nncc2CO[C@@H]1CN(C)C(=O)Nc1ccnc(N2CCOCC2)c1,-13.6,.
COc1ccc(O)c(/C=N/NC(=O)CCCCC(=O)NO)c1,-7.9,-0.2

Further results follow:
mol,T cruzi HTS,INS-1E rescue
COc1ccc(S(=O)(=O)Nc2ccc3c(c2)CC(=O)N([C@@H](C)CO)C[C@H](C)[C@@H](CN(C)S(C)(=O)=O)O3)cc1,-15.0,-2.1
C[C@@H]1CN([C@H](C)CO)C(=O)c2cccc(NC(=O)c3cnccn3)c2O[C@H]1CN(C)Cc1ccc(C(=O)O)cc1,-7.0,7.8
C[C@H]1CN([C@@H](C)CO)C(=O)Cc2cc(NC(=O)CCCCCC(=O)Nc3ccccc3N)ccc2O[C@H]1CN(C)C(=O)Nc1ccc(F)cc1,-13.4,4.0
C[C@@H]1CCCCO[C@@H](CN(C)S(=O)(=O)c2cn(C)cn2)[C@@H](C)CN([C@H](C)CO)C(=O)c2cc(NS(=O)(=O)c3ccccc3)ccc2O1,-11.2,10.4
C[C@@H]1CN([C@H](C)CO)C(=O)Cc2cc(NC(=O)CCC(F)(F)F)ccc2O[C@@H]1CN(C)C(=O)Nc1ccc(F)cc1,-24.0,10.8
C[C@H](CO)N1C[C@H](C)[C@H](CN(C)S(=O)(=O)c2cn(C)cn2)Oc2c(NC(=O)Nc3ccc(F)cc3)cccc2C1=O,-9.7,18.7
Cc1noc(C)c1S(=O)(=O)N(C)C[C@@H]1Oc2c(NS(=O)(=O)c3ccccc3)cccc2C(=O)N([C@H](C)CO)C[C@@H]1C,-3.9,2.7
C[C@H](CO)N1C[C@H](C)[C@H](CN(C)S(C)(=O)=O)Oc2ccc(NC(=O)Cc3ccccc3)cc2CC1=O,-23.6,6.2
C[C@@H]1CN([C@H](C)CO)C(=O)Cc2cc(NS(=O)(=O)c3ccccc3)ccc2O[C@@H]1CN(C)S(=O)(=O)c1cccs1,18.2,-1.8
C[C@@H]1CCCCO[C@@H](CN(C)C(=O)Nc2ccc(F)cc2)[C@@H](C)CN([C@H](C)CO)C(=O)c2cc(NS(=O)(=O)c3ccc(F)cc3)ccc2O1,-14.1,9.3
C[C@@H]1CN([C@@H](C)CO)C(=O)c2cc(NS(=O)(=O)c3ccccc3)ccc2O[C@@H]1CN(C)C(=O)NC1CCCCC1,3.7,6.1
C[C@H]1CN([C@@H](C)CO)C(=O)Cc2cc(NC(=O)CCN3CCOCC3)ccc2O[C@H]1CN(C)Cc1ccc(C(=O)O)cc1,-12.4,-1.2
COc1ccc(NC(=O)Nc2cccc3c2O[C@H](CN(C)Cc2ccc(-c4ccccc4)cc2)[C@H](C)CN([C@H](C)CO)C3=O)cc1,-17.4,-28.9
C[C@@H]1CN([C@H](C)CO)C(=O)Cc2cc(NS(=O)(=O)c3cccs3)ccc2O[C@H]1CN(C)CC1CCCCC1,-17.8,4.2
C[C@@H]1CN([C@@H](C)CO)C(=O)c2cc(NC(=O)Nc3ccc(F)cc3)ccc2O[C@@H]1CN(C)S(=O)(=O)c1ccc(Cl)cc1,6.2,-9.1
C[C@@H]1CN([C@H](C)CO)C(=O)c2cccc(NS(=O)(=O)c3cn(C)cn3)c2O[C@@H]1CN(C)CC1CCCCC1,60.4*,1.1
C[C@H](CO)N1C[C@H](C)[C@@H](CN(C)Cc2ccc3c(c2)OCO3)Oc2c(NC(=O)c3ccc(-c4nccs4)cc3)cccc2C1=O,26.2,-2.8
Cc1noc(C)c1NC(=O)N(C)C[C@H]1Oc2ccc(NC(=O)Nc3ccc(C(F)(F)F)cc3)cc2C(=O)N([C@H](C)CO)C[C@H]1C,2.1,-2.8
O=C(CCCCCCC(=O)Nc1ccccc1O)N/N=C/c1ccc(Oc2ccccc2)cc1,36.2,5.2
C[C@@H]1CN([C@H](C)CO)C(=O)c2cccc(NC(=O)C3CCOCC3)c2O[C@H]1CN(C)Cc1ccc2c(c1)OCO2,6.7,0.8
C[C@@H]1CN([C@H](C)CO)C(=O)Cc2cc(NC(=O)CCN3CCOCC3)ccc2O[C@H]1CN(C)S(C)(=O)=O,-27.7,18.7
Cc1noc(C)c1NC(=O)N(C)C[C@H]1Oc2ccc(NC(=O)Nc3ccc(F)cc3)cc2CC(=O)N([C@@H](C)CO)C[C@@H]1C,-6.9,4.8
Cc1ccccc1S(=O)(=O)N(C)C[C@H]1OCc2cnnn2CCCC(=O)N([C@H](C)CO)C[C@H]1C,-3.1,.
C[C@@H]1CN([C@H](C)CO)C(=O)c2cc(NC(=O)C3CCCCC3)ccc2O[C@@H]1CN(C)Cc1ccncc1,-9.6,2.3
C[C@@H]1CN([C@H](C)CO)C(=O)Cc2cc(NS(=O)(=O)c3cccs3)ccc2O[C@@H]1CN(C)CC1CCCCC1,2.6,-8.5
C[C@H]1CN([C@@H](C)CO)C(=O)c2cc(NS(=O)(=O)c3cn(C)cn3)ccc2O[C@H]1CN(C)S(=O)(=O)c1ccc(F)cc1,-12.9,.
C[C@H](CO)N1C[C@H](C)[C@@H](CN(C)Cc2ccncc2)Oc2ccc(NC(=O)Nc3ccc(C(F)(F)F)cc3)cc2C1=O,16.2,1.4
C[C@H]1CN([C@@H](C)CO)C(=O)c2cc(NC(=O)CCC(F)(F)F)ccc2O[C@H]1CN(C)CC1CC1,1.4,-3.7
C[C@@H]1CN([C@@H](C)CO)C(=O)Cc2cc(NC(=O)NC3CCCCC3)ccc2O[C@@H]1CN(C)Cc1ccc(Oc2ccccc2)cc1,53.0,-17.3
CC(C)OC(=O)N(C)C[C@@H]1OCc2cn(nn2)CCCC(=O)N([C@H](C)CO)C[C@H]1C,-8.8,.
C[C@@H]1CN([C@H](C)CO)C(=O)c2cccc(NC(=O)Nc3ccccc3)c2O[C@@H]1CN(C)C(=O)Nc1ccc2c(c1)OCO2,13.0,4.0
C[C@H](CO)N1C[C@H](C)[C@H](CN(C)S(=O)(=O)c2ccccc2)Oc2c(NS(=O)(=O)c3ccccc3)cccc2C1=O,5.2,1.4

Source: PubChem BioAssay

Compounds as they come, and some 5.6% of all compounds hit somewhere here.
